Source: PubChem BioAssay
Vc quorum ag – quorum light induction in luxS cqsA deficient V. cholerae; V. cholerae BH1578 lux reporter, luminescence, 6 h; activation, % at 18.7 µM; 350,000 compounds, 0.16% hits; AID 588436; in the data active means activation mostly above about 9.7%, no sharp cut-off; inconclusive means no clear call, values can overlap the other calls; inactive means mostly below about 3.7%; further: not every result past the cut was called active; inactives centre near 0; reference of the scale not given here
3CLpro inhibitor – SARS-CoV 3CLpro protease inhibition; P0C6X7; recombinant SARS-CoV 3CLpro, quenched FRET peptide cleavage; inhibition, % at 6 µM; 290,000 compounds, 0.14% hits; AID 1706; in the data active means inhibition above about 12%
TcdB GH inh – blocks C. difficile toxin B glycohydrolase activity. P18177. TcdB glycohydrolase enzymatic assay, plate reader. inhibition, % at 9.99 µM. 350,000 compounds, 0.24% hits. AID 652162; in the data active means inhibition above about 10%
Target sequence (P18177 whole entry, looked up): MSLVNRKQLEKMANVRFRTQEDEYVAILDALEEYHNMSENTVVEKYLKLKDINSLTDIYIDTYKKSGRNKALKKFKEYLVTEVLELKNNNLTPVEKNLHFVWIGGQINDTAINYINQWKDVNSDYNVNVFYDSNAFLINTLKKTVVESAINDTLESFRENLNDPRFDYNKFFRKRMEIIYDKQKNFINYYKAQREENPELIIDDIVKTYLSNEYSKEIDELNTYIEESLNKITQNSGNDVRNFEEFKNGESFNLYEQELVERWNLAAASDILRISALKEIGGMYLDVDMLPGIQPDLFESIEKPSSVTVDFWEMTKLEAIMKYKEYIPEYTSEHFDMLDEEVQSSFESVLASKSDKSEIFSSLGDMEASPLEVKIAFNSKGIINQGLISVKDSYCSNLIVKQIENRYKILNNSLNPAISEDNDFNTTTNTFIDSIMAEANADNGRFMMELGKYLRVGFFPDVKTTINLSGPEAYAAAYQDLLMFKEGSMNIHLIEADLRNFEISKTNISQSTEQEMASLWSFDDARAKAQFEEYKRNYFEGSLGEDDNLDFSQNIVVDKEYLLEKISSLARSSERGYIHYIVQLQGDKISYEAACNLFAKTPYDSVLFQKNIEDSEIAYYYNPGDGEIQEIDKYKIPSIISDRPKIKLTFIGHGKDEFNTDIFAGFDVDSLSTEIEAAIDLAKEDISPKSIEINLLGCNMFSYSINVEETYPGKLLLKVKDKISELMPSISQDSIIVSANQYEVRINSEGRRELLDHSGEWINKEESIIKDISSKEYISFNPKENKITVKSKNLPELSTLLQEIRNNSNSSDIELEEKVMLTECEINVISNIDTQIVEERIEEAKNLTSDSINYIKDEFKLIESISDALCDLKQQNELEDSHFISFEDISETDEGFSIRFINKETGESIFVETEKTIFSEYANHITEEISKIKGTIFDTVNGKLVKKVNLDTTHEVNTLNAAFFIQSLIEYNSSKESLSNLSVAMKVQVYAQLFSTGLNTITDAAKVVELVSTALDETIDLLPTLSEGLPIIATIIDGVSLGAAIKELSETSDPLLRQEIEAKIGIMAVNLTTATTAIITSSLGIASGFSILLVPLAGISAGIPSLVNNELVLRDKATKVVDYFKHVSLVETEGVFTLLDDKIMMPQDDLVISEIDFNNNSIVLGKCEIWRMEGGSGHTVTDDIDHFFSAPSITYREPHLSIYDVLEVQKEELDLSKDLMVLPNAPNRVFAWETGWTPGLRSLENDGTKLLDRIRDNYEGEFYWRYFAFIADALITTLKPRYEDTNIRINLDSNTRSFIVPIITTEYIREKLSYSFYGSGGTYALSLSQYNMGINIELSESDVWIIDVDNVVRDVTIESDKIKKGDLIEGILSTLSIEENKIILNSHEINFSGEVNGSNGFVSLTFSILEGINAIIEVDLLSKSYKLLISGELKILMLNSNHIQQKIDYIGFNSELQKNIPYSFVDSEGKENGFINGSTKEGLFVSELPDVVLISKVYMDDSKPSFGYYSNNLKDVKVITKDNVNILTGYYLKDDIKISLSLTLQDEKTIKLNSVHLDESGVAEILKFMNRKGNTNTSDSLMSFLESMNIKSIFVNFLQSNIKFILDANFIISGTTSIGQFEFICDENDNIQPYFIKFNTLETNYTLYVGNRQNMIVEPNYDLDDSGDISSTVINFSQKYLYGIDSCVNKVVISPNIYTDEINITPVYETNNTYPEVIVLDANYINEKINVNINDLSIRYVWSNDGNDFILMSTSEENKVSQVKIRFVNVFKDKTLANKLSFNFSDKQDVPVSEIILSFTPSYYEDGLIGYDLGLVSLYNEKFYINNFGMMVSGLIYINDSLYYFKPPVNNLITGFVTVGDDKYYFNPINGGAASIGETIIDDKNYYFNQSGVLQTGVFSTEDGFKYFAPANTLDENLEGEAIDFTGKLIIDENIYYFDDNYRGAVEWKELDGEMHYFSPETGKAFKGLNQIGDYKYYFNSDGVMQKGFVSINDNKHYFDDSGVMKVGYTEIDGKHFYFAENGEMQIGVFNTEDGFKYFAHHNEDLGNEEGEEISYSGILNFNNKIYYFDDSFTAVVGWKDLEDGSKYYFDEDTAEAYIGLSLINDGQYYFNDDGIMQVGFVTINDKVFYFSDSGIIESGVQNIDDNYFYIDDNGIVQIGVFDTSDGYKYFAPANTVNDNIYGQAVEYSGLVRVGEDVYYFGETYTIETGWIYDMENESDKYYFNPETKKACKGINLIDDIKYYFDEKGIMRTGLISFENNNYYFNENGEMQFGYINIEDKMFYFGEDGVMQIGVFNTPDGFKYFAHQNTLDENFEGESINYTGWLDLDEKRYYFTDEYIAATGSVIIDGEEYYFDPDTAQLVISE
VHR inh abs – blocks human VHR1 dual specificity phosphatase; inhibition, % at 13.3 µM; P51452; recombinant VHR phosphatase, pNPP absorbance; 290,000 compounds, 0.52% hits; in the data active means inhibition above about 50%; further: some compounds called inactive have numbers as strong as hits
CCHFV vOTU inh – blocks the CCHF virus ovarian tumor domain protease. CCHFV vOTU protease, Pep-AMC fluorescence. inhibition, % at 11.5 µM. 370,000 compounds, 0.55% hits. AID 651958; in the data active means inhibition above about 30%; further: 0% = vehicle wells with enzyme and 100% = no enzyme wells
PfHsp40 rescue – rescue of PfHsp40-mediated yeast toxicity | 340,000 compounds, 0.68% hits | growth rescue, % at 12.5 µM | AID 504582 | S. cerevisiae expressing PfHsp40, growth rescue, ATP luminescence; in the data active means growth rescue above about 28%, passing the limit was not always enough; inconclusive means no clear call, values can overlap the other calls;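 further: yeast W303a lacking pdr1 and pdr3 grown in galactose medium; growth measured after three days at 30 °C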
SSB-PriA inh – inhibitors of Klebsiella pneumoniae PriA binding to SSB C-terminal tail. AlphaScreen SSBct-PriA binding, biotinylated peptide. inhibition, % at 33 µM. 430,000 compounds, 0.6% hits; in the data active means inhibition mostly above about 37%, no sharp cut-off; inactive means mostly below about 20%;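 further: plate controls were negative control peptide for no effect and reference peptide for full effect; strong numbers were not always called active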
Y pestis TopoI – blocks Yersinia pestis topoisomerase I activity; Y. pestis Topo-I cleavage product accumulation, plate reader; activity, % at 10 µM; 360,000 compounds, 0.064% hits; AID 504884; in the data active means activity above about 50%, passing the limit was not always enough; inconclusive means no clear call, values can overlap the other calls; further: inactives centre near 2
Anthrax LF prot – blocks Bacillus anthracis lethal factor protease; 360,000 compounds, 0.12% hits; P15917; inhibition, % at 10 µM; AID 588501; multiplex microsphere protease cleavage assay, LF; further: plate controls were buffer without enzyme for full effect and enzyme alone for no effect
BoNT A protease – blocks Botulinum neurotoxin A light chain protease | multiplex microsphere protease substrate cleavage, flow cytometry | inhibition, % at 10 µM | 360,000 compounds, 0.17% hits; further: plate controls were buffer without enzyme for full effect and enzyme alone for no effect
* = called active by the depositor; i = inactive; u = inconclusive; x = not tested or not shown; & = joins results of further samples. Unless noted, no stated cut-off is given here; in the data, active means inhibition above about 30%; inconclusive means no clear call, values can overlap the other calls; inactive means below that. Only part of the results is shown (hit frequency here may not be typical).

SMILES	Vc quorum ag	3CLpro inhibitor	TcdB GH inh	VHR inh abs	CCHFV vOTU inh	PfHsp40 rescue	SSB-PriA inh	Y pestis TopoI	Anthrax LF prot	BoNT A protease
CCOC(=O)C1CCN(c2nc(C)cc(C)c2C#N)CC1	-0.6	-3	0.7	26	-13	0.2	-22	15	-8	-0.8
CN(C)S(=O)(=O)NCCNc1ccc(C(F)(F)F)cc1[N+](=O)[O-]	-0.3	5	0.7	17	9	0.8	7	1	2	-1.8
S=c1[nH]nc(-c2ccc(Cl)cc2)n1-c1ccc(Cl)cc1	i	2	1.0	-4	3	3.1	1	3	-8	-1.6
CC1CCCCN1CCCNC(=O)C1CCN(c2nc3ccccc3o2)CC1 (stereo unspecified)	-0.3	-2	0.4	32	1	-0.9	-4	3	0	-0.6
COc1ccc2[nH]c(C(=O)N(C)c3ccc(F)cc3F)cc2c1	-0.7	0	-0.4	24	8	-0.9	0	3	0	u
O=C(CSc1nc2ccccc2c(=O)n1Cc1ccco1)NCc1ccco1	i	-4	x	18	-10	0.9	-16	6	-2	-0.4
Cc1ccc(S(=O)(=O)NCCC(=O)NCC(=O)Nc2c(C)cccc2C)cc1C	i	x	-2.7	x	8	1.2	-6	11	-2	0.5
O=C(Nc1ccc(F)c(Cl)c1)N1CCCC1	-0.2	-3	-0.2	3	-10	-0.5	-5	4	0	-0.8
CCOC(=O)c1[nH]ncc1CN1CCCC(C(=O)c2cccc3ccccc23)C1 (stereo unspecified)	x	-2	0.2	30	11	-1.5	-1	13	0	-0.5
COc1ccc2[nH]c(=O)c(CN(CC3CCCO3)C(=O)Nc3ccccc3)cc2c1 (stereo unspecified)	-0.2	3	x	21	-13	-0.5	0	11	6	-0.1
COc1ncnc2c1sc1nc(-c3ccccc3)c3c(c12)CCCC3	-0.2	-1	x	15	-10	1.5	-15	0	1	0.3
CC1(C(=O)OCC(=O)Nc2ccc(C(N)=O)cc2)CC1(Cl)Cl (stereo unspecified)	i	3	0.6	-1	-7	-0.8	-3	1	-4	0.0
COc1cccc(C(c2sc3ncnn3c2O)N2CC(C)OC(C)C2)c1 (stereo unspecified)	-0.4	-2	6.2	2	-3	0.2	-2	5	0	-0.4
CCn1c(=O)c2c3c(sc2n(C)c1=O)CCC3	i	3	x	19	-2	-0.4	-20	0	-3	0.0
Cc1ccc(O)c(CCc2ccccc2)n1	-0.5	-1	1.3	-10	-1	0.1	-5	-7	-5	-0.4
CCn1cc(S(=O)(=O)N2CCN(Cc3cccc(Cl)c3)CC2)cn1	1.5	4	0.3	28	-4	1.5	-8	4	-3	-1.6
COc1ccc(CNC(=O)N2CCN(c3ccc(F)cc3)CC2)cc1Cl	1.2	-1	2.4	20	10	0.4	-6	8	0	-1.1
CC(C)(C)c1cc(C(F)(F)F)c(C#N)c(=O)[nH]1	0.8	-1	x	11	-170	0.0	-11	5	-4	1.3
O=C(Nc1cc(S(=O)(=O)Nc2ccccc2F)ccc1Cl)c1ccc(F)cc1F	-4.5	x	1.8	x	7	-0.1	-8	15	1	-0.3
COC(=O)C1=C(c2ccc(F)cc2OCc2ccccc2)C[C@@H]2CC[C@H]1N2C(=O)NCc1cccc(C(F)(F)F)c1	i	x	-3.8	x	18	-0.3	-6	28	-8	-1.3
CCc1ccc(NC(=O)CSc2nc3ccsc3c(=O)n2CCCCCC(=O)O)cc1	-0.4	3	-0.7	11	-7	-0.1	-6	7	-3	-0.3
COc1cc(CNCCN(C)C)ccc1OCc1c(F)cccc1Cl	-0.3	0	0.8	31	-10	1.7	-1	1	-6	0.3
CC(=O)N1CCCc2ccc(NS(=O)(=O)c3ccc(C)c(C)c3)cc21	-0.4	3	0.6	7	17	-0.5	-5	6	-1	-0.2
COc1ccc(C(=O)N/N=C(\C)CC(=O)Nc2ccc3ccccc3c2)c(OC)c1	-4.3	4	0.6	10	14	-0.1	x	22	-4	-1.1
Cc1cnc2c(c1)C(=O)c1ccccc1-2	i	-3	1.2	-1	18	-0.4	-2	-3	10	2.4
COc1cc(C(=O)Nc2nccs2)cc(OC)c1OC	3.6	-2	x	10	28	0.2	-11	-3	-4	0.3
O=S(=O)(c1ccc(F)c(Cl)c1)N1CCN(C/C=C/c2ccccc2)CC1	4.2	x	0.2	x	0	1.5	3	28	-7	-0.2
Nn1cnnc1N/N=C/c1ccccc1C(F)(F)F	i	-2	0.8	-1	69*	-1.1	x	2	4	-2.4
Cc1ccccc1Cn1cc(/C=N/n2cnnc2)c2ccccc21	1.7	0	x	-16	10	-0.8	x	7	x	x
C=CCNC(=O)NC(=O)COC(=O)/C(C#N)=C/c1ccc(OC)cc1	-1.7	0	-0.1	1	9	-2.5	0	-5	-2	0.2
CCC(=O)N1CCCC(C)(C(=O)Nc2nccc3ccccc23)C1 (stereo unspecified)	i	x	1.0	x	12	x	x	-2	0	0.1
Cn1cc(S(=O)(=O)N2CCOCC2)cc1C(=O)NCc1ccccc1Cl	-0.2	-8	-0.3	37	7	-0.1	-3	-8	-9	0.2
CCOP(=O)(OCC)C(C)(C)NC(=O)Nc1ccc(Cl)c(Cl)c1	-0.2	3	0.4	-3	-3	-0.6	-3	-2	4	-2.9
CCc1ccc([C@H]2C(C(=O)O)=C[C@@H](CC3CCCC3)N2S(=O)(=O)c2ccc(C)cc2)cc1	i	x	-0.8	x	47*	0.4	-3	21	5	-0.8
CC(C)C[C@H](NC(=O)c1nc[nH]c1C(=O)N1CCC(C)CC1)C(=O)OC(C)(C)C	0.0	x	0.8	-16	6	0.3	-6	8	-9	-0.8
COc1ccc(N2CCN(S(=O)(=O)c3c(C(=O)N4CCOCC4)c(C)n(C)c3C)CC2)cc1	i	-1	-7.0	51*	-8	0.2	-4	-3	-1	-0.3
CCOc1cc(-c2c(C#N)c(N)nc3c2CCCC3)ccc1O	i	0	x	29	12	-0.3	-11	1	-4	-0.6
CCOC(=O)c1sc(NCC2CCCO2)nc1C (stereo unspecified)	-0.5	-4	x	7	6	-0.7	3	-5	0	-1.2
CCCOc1ccc(C2C(C(=O)c3ccco3)=C(O)C(=O)N2CCCn2ccnc2)cc1OC (stereo unspecified)	-0.5	x	-0.2	x	1	x	x	-2	-1	0.3
Cc1c(CC(=O)NCCC(=O)O)c(=O)oc2cc3oc4c(c3cc12)CCCC4	i	3	0.0	-1	-7	1.8	-5	5	-8	-0.9
O=C(O)c1cc2cc(Oc3ccccc3)ccc2[nH]1	-0.4	0	-1.5	7	-7	5.1	-2	0	x	x
CCN(c1ccccc1)S(=O)(=O)c1ccc(OC)c(NC(=O)CN(C)C)c1	i	5	0.9	29	7	-1.2	-8	5	1	0.4
CCc1c(C(=O)NC2CCCc3ccccc32)[nH]c(C)c1C(C)=O (stereo unspecified)	-0.6	5	-1.2	10	15	1.5	5	8	-2	3.1
CC(C)(C)C(=O)Nc1nnc(SCC(=O)NCc2ccco2)s1	-3.7	0	1.3	26	-2	-0.8	-14&-4	7	-2	0.0
Cc1ccc(S(=O)(=O)/C(=C/Cl)NC(=O)c2ccccc2)cc1	-0.3	16*	x	0	15	-0.5	-2	-3	-2	-0.5

Complete entries as entered above. Values in the order: Vc quorum ag | 3CLpro inhibitor | TcdB GH inh | VHR inh abs | CCHFV vOTU inh | PfHsp40 rescue | SSB-PriA inh | Y pestis TopoI | Anthrax LF prot | BoNT A protease
CC(C)C[C@H](NC(=O)c1nc[nH]c1C(=O)N1CCC(C)CC1)C(=O)OC(C)(C)C is listed as 0.0 | x | 0.8 | -16 | 6 | 0.3 | -6 | 8 | -9 | -0.8
CCc1c(C(=O)NC2CCCc3ccccc32)[nH]c(C)c1C(C)=O (stereo unspecified) is listed as -0.6 | 5 | -1.2 | 10 | 15 | 1.5 | 5 | 8 | -2 | 3.1
Cn1cc(S(=O)(=O)N2CCOCC2)cc1C(=O)NCc1ccccc1Cl is listed as -0.2 | -8 | -0.3 | 37 | 7 | -0.1 | -3 | -8 | -9 | 0.2

Next part.
SMILES	Vc quorum ag	3CLpro inhibitor	TcdB GH inh	VHR inh abs	CCHFV vOTU inh	PfHsp40 rescue	SSB-PriA inh	Y pestis TopoI	Anthrax LF prot	BoNT A protease
O=C(NCc1ccc2c(c1)OCO2)c1ccc2c(c1)N(Cc1c(F)cccc1Cl)C(=O)CS2	-0.6	-4	-0.5	20	-10	0.3	-2	5	1	-0.6
Cc1ccc2nc(-c3ccccn3)c(NC3CCCC3)n2c1	-0.2	4	-6.4	15	-1	3.8	48	13	-6	-3.5
COc1cccc(C(C)NC(=O)Nc2ccccc2Cl)c1 (stereo unspecified)	0.7	8	2.1	-25	-13	0.1	-15	-5	-2	0.0
CC(=O)Cc1ccccc1OCC(=O)O	i	2	x	-6	-4	1.8	-2	6	-3	-0.9
C/C(=N\Nc1ccc(S(=O)(=O)N2CCOCC2)cc1[N+](=O)[O-])C(C)C	-0.2	1	-0.2	0	2	-1.1	x	21	-3	-0.6
Cc1ccc(NC(=O)CCc2ccc(S(=O)(=O)N3CCOCC3)cc2)c(C)c1	i	1	x	20	1	0.5	-5	-7	-8	u
CC1Sc2ccc(C(=O)Nc3ccc(S(=O)(=O)N(C)C)cc3)cc2NC1=O (stereo unspecified)	-0.4	x	0.6	x	2	3.5	-9	4	x	x
COC(=O)c1ccc(C(=S)N2CCOCC2)cc1	-0.3	3	x	-4	4	-1.5	-3	-1	0	0.2
Nc1nc(COC(=O)CCC(=O)c2ccccc2)nc(Nc2ccccc2)n1	i	x	1.5	x	1	u	-12	-7	0	-0.5
CN(N=O)c1ccc(C=C2C=Cc3ccccc32)cc1	-0.8	x	4.5	x	-4	-0.7	-1	1	-10	0.2
COc1ccccc1CNC(=O)c1nn(-c2ccc(C)cc2)c(=O)c2c1c1ccccc1n2C	i	-1	x	-3	1	-0.1	-6	-5	5	0.2
C=CC[C@@H](CC(=O)N[C@@H](CO)Cc1ccccc1)C(=O)N[C@H](COC(=O)[C@@H](CC=C)Cc1ccc(F)cc1)C(C)(C)C	1.5	x	5.8	x	16	4.1	-8	25	-3	-0.5
O=C1CCCCC(=O)[C@H](O)C[C@H](c2ccccc2)O1	x	x	-0.1	x	-9	x	x	x	-1	0.8
CCOC(=O)C1(C)CCCN(C(=O)c2ccccc2F)C1 (stereo unspecified)	-0.3	x	0.0	x	1	x	x	1	-10	-0.3
Cc1cc(Oc2ccc3ccccc3c2)nc(SCC(=O)c2ccccc2)n1	-0.2	6	x	-13	6	-0.3	-32	41	0	0.2
COc1ccc(OCc2cc(C(=O)NCC3CCOCC3)no2)c(Cl)c1	i	-3	0.8	2	17	0.2	-3	1	4	-0.4
O=C(c1ccccc1F)N1CCN(C2CCC(c3ccccc3)CC2)CC1 (stereo unspecified)	-0.3	-1	0.9	22	12	0.2	2	24	2	-0.1
O=C(NCc1ccco1)c1ccc(Cl)c(S(=O)(=O)N2CCCC2)c1	-2.5	x	0.5	x	-7	-0.1	-7	-2	-2	1.9
O=c1oc(CCCO)cc2ccc(C#CC3(O)CCCCC3)cc12	-1.4	x	1.7	x	1	0.9	-6	5	-2	-0.6
COc1cccc(C(=O)Nc2nnc(-c3cccs3)s2)c1	-0.2	-2	x	0	-1	-0.3	-24	-2	-5	-1.0
O=C(O)Cn1c(=O)c2c3c(sc2n(Cc2ccccc2F)c1=O)CCCC3	-0.6	2	1.4	x	9	0.7	2	-2	4	0.2
COc1ccccc1N1CCN(C(=O)CSc2nc(N)cc(=O)[nH]2)CC1	i	-4	x	30	-4	-0.9	-9	3	1	-0.6
CCOC(=O)[C@H]1[C@H]2COc3ccc(Cl)cc3[C@@H]2N2C(=O)c3cc(F)ccc3NC(=O)[C@@]12C	1.0	x	-0.6	x	7	-0.8	18	10	-7	-0.1
CCOP(=O)(OCC)Oc1cc(C)c(N(C)C)c(C)c1	-0.6	-1	0.8	6	-6	-1.0	-12	14	-23	2.6
